# From PubChem BioAssay
# CHRM5 antagonist – human M5 muscarinic receptor antagonists, primary screen, CHO cells, Fluo-8 calcium fluorescence; AID 624040, 2012; actives 0.59% (n = 360,000); CHO-hM5 cells, ACh EC80; Muscarinic acetylcholine receptor M5 (Homo sapiens), P08912; inhibition, % at 3 µM;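 active means inhibition above a per-plate cutoff, the mean of that plate's test compounds plus 3 SD, cut at about 27% in these data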;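 further: 0% = acetylcholine EC80 with DMSO and 100% = DMSO without agonist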
# Target sequence (P08912 whole entry, looked up): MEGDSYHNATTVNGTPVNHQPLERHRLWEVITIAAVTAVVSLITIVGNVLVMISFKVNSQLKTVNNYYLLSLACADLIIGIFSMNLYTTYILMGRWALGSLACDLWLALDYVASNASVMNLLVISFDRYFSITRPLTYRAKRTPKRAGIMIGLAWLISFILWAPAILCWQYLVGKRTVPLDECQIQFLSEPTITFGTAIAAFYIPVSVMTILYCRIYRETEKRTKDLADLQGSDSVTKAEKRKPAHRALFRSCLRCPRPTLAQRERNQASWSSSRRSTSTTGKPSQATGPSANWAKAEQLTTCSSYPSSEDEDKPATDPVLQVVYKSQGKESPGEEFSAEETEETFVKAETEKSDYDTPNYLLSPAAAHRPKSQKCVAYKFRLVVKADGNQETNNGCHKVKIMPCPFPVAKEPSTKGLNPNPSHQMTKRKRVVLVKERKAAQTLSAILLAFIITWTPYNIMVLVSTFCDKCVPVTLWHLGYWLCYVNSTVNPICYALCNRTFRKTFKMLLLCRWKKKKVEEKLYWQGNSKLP
# CHRM4 PAM – human M4 muscarinic receptor positive allosteric modulators, primary screen, CHO-K1 cells, Fluo-8 calcium fluorescence; Muscarinic acetylcholine receptor M4 (Homo sapiens), P08173; CHO-K1 hM4/Gqi5, ACh EC20; 0% = ACh EC20, 100% = maximal ACh; activation, % at 3 µM; actives 0.4% (n = 360,000); AID 624126, 2012;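 active means activation above its plate's cutoff, the mean activation of sample wells plus 3 SD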; further: some results filed as inactive read as strong as hits
# M5 PAM – human M5 muscarinic receptor positive allosteric modulators, primary screen, CHO-K1 cells, Fluo-8 calcium fluorescence; activation, % at 3 µM; Muscarinic acetylcholine receptor M5 (Homo sapiens), P08912; CHO-K1 hM5, ACh EC20 PAM; 0% = ACh EC20, 100% = ACh EC100; actives 0.3% (n = 360,000);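 active means activation above the run cutoff, the mean activation of all test compounds plus 3 SD, cut at about 18% in these data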
#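 Replicates: One well per compound, no replicates | System: Human M5 receptor in CHO-K1 cells | Benchmarks: Low control EC20 acetylcholine (0%), high control EC100 acetylcholine (100%) | Probe or stimulus: Acetylcholine, EC20 level | Times: Fluo-8 loading 80 min at 37 °C plus 30 min room temperature | Signal: Intracellular calcium via Fluo-8 fluorescence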
# M5 ag – human M5 muscarinic receptor agonists, primary screen, CHO-K1 cells, Fluo-8 calcium fluorescence; activation, % at 3 µM; CHO-K1 hM5 cells; 0% DMSO wells, 100% maximal acetylcholine response; AID 624037, 2012; actives 0.19% (n = 360,000); Muscarinic acetylcholine receptor M5 (Homo sapiens), P08912;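 active means activation above the run's mean over test compounds plus 3 SD, cut at about 23% in these data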;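 further: signal is peak over basal fluorescence ratio across the kinetic read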
# M4 antag – human M4 muscarinic receptor antagonists, primary screen, CHO cells, Fluo-8 calcium fluorescence; Muscarinic acetylcholine receptor M4 (Homo sapiens), P08173; CHO-hM4 cells, ACh EC80; inhibition, % at 3 µM; actives 0.73% (n = 360,000); AID 624125, 2012;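 active means inhibition above its plate's cutoff, the mean inhibition of sample wells plus 3 SD, cut at about 27% in these data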;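 further: 0% = acetylcholine EC80 with DMSO and 100% = DMSO without agonist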
# CRFBP-R2 block – antagonists of CRF-BP/CRF-R2 complex, primary screen, cell-based, HEK293, calcium dye fluorescence, uHTS; actives 0.59% (n = 350,000); inhibition, % at 11.8 µM; CRF-induced calcium fluorescence;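 active means inhibition of the ligand-induced calcium signal above about 50% at the single tested concentration, limit read from the data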
# M4 ag – human M4 muscarinic receptor agonists, primary screen, CHO-K1 cells, Fluo-8 calcium fluorescence; CHO-K1 hM4/Gqi5; vehicle 0%, full acetylcholine response 100%; actives 0.14% (n = 360,000); activation, % at 3 µM; Muscarinic acetylcholine receptor M4 (Homo sapiens), P08173; AID 624127, 2012;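 active means activation above the run mean over all test wells plus 3 SD, cut at about 32% in these data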;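 further: peak over basal fluorescence ratio per well then scaled between controls; 0% = DMSO wells and 100% = acetylcholine at EC100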
# CRFR2-BP ag – agonists of CRF-BP/CRF-R2 complex, primary screen, cell-based, HEK293, calcium dye fluorescence, uHTS | calcium dye fluorescence (FLIPR); percent of saturating CRF peptide response | actives 0.46% (n = 350,000) | AID 588473, 2011 | activation, % at 13.2 µM | CRF-binding protein / CRF receptor 2 complex (human);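 active means activation of at least 50%, plus an integration ratio under a set limit after plate pattern correction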;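 further: plate controls were neutral control wells without compound for no effect and CRF at EC100 for full effect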
# CHRM1 PAM – human M1 muscarinic receptor positive allosteric modulators, primary screen, CHO-K1 cells, Fluo-8 calcium fluorescence, 1536-well. Muscarinic acetylcholine receptor M1 (Homo sapiens), P11229. CHO-K1 hM1, ACh EC20; 0% = ACh EC20, 100% = maximal ACh. activation, % at 3 µM. actives 0.088% (n = 360,000); in the data active means activation above about 19%, passing the limit was not always enough
# Target sequence (P11229 whole entry, looked up): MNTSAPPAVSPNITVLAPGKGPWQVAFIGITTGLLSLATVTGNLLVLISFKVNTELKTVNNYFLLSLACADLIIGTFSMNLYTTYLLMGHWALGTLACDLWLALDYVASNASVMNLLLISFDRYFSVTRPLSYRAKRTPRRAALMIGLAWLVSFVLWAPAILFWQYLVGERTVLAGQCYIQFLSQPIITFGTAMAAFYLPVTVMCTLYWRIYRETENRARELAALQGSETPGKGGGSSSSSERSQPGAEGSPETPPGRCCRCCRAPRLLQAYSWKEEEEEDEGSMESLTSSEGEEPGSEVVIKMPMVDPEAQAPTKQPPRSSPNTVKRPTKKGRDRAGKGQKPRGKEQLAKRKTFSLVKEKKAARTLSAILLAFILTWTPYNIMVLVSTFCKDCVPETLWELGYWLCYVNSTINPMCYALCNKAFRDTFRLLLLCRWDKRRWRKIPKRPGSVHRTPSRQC
# An asterisk follows results filed as active; . = no result given.
1. COc1cccc(OCc2cc(C(=O)N(C)Cc3nc4ccccc4[nH]3)no2)c1
2. Cc1cccc(C)c1NC(=O)C1(C)CCC(=O)N1CCCn1ccnc1 (stereo not given)
3. Nc1ccc(C(=O)NC2CCSc3ccccc32)cc1[N+](=O)[O-] (stereo not given)
4. COC(=O)c1[nH]c2ccc(C)cc2c1NC(=O)CN1CCN(c2ccccc2)CC1
5. O=C(COC(=O)c1ccccn1)Nc1cccnc1Cl
6. COc1cc(S(=O)(=O)Nc2ccncc2)ccc1F
7. O=C(NC1CCCC1)c1cc(S(=O)(=O)N2CCCC2)ccc1Cl
8. COc1ccccc1CNC(=O)C1CCN(S(=O)(=O)c2ccc(N3CCCC3=O)cc2)CC1

Compound	1	2	3	4	5	6	7	8
CHRM5 antagonist	9	6	-1	12	2	21	6	8
CHRM4 PAM	-4	-2	3	-6	4	-7	0	2
M5 PAM	-8	1	-3	-14	2	-11	0	-8
M5 ag	2	2	-3	1	2	1	-5	-1
M4 antag	2	-1	8	2	11	9	1	-4
CRFBP-R2 block	-9	.	17	-46	11	1	-1	-2
M4 ag	8	1	5	9	0	11	1	8
CRFR2-BP ag	0.3	.	1.6	0.4	0.2	0.4	0.1	0.1
CHRM1 PAM	-4	9	3	-4	11	-8	9	3

9. C=CCSc1nc(O)c(C2OC(=O)c3c2ccc(OC)c3OC)c(=O)n1-c1ccccc1 (stereo not given)
10. CCCCN=Cc1sc2ccc(OCC)cc2c1O
11. O=C(CCC1N=C2c3ccccc3N=C(SCC(=O)NCc3ccco3)N2C1=O)NCc1ccco1 (stereo not given)
12. COc1ccc(NC(=O)CN2CCN(CC(=O)Nc3ccc(OC)cc3)CC2)cc1
13. O=C(Nc1nnc(C2CC2)s1)C1Cc2ccccc2CN1C(=O)c1ccco1 (stereo not given)
14. CC(C)(C)NC(=O)c1cc(NC(=O)c2ccco2)cc(NC(=O)c2ccco2)c1
15. Cc1cccc(C)c1OCCCN1CCOCC1
16. COC(=O)COc1cccc2c(=O)n(CC(=O)NCc3ccccc3)ccc12

Compound	9	10	11	12	13	14	15	16
CHRM5 antagonist	17	1	4	-14	6	0	6	8
CHRM4 PAM	-6	1	4	-3	5	0	3	8
M5 PAM	-3	-5	9	-1	3	-15	-2	5
M5 ag	-2	2	4	8	-4	-1	0	1
M4 antag	0	0	-9	-2	-9	6	-8	-9
CRFBP-R2 block	-8	29	17	0	-11	-6	-4	3
M4 ag	-1	1	1	1	1	10	0	1
CRFR2-BP ag	-3.7	-1.0	6.1	-2.2	5.5	-2.8	0.3	1.6
CHRM1 PAM	2	9	-1	5	-22	2	6	1

17. Cc1cc(C)c2[nH]c(C(=O)Nc3ccc(F)cc3Br)cc2c1
18. Cn1c(=O)n(C)c2cc([N+](=O)[O-])c(N3CCN(C(=O)c4cccc(Cl)c4)CC3)cc21
19. Cc1c(C(=O)N2CCOCC2)c(S(=O)(=O)Nc2ccccc2)c(C)n1C
20. O=C(COc1ccc(Cl)cc1)N1CCN(C(=O)c2cccc(F)c2)CC1
21. N#C/C(=C\c1ccccc1)C(=O)NCc1ccc(F)cc1
22. CCn1c(SCC(=O)Nc2nnc(C)s2)nc2c(c1=O)SC(C)C2 (stereo not given)
23. Cc1c(C(=O)N2CCOCC2)c(S(=O)(=O)Nc2ccc(C(C)C)cc2)c(C)n1C
24. COc1cc(/C=N/NC(=O)C(=O)NCc2ccco2)cc(Cl)c1O

Compound	17	18	19	20	21	22	23	24
CHRM5 antagonist	11	4	-3	0	8	2	10	-3
CHRM4 PAM	0	4	10	7	-9	-2	2	-17
M5 PAM	-1	-6	9	-4	1	1	0	-1
M5 ag	-3	1	-3	-5	-2	1	-5	-2
M4 antag	0	-8	-2	-8	-10	4	8	7
CRFBP-R2 block	12	10	7	-22	-48	2	7	15
M4 ag	0	12	1	2	2	-1	0	-2
CRFR2-BP ag	-0.4	-4.2	1.5	0.3	-1.1	-2.3	-0.2	-1.3
CHRM1 PAM	12	-10	7	3	20	12	4	-3

# Retrieved one by one from the list above, 6 records:
19. Cc1c(C(=O)N2CCOCC2)c(S(=O)(=O)Nc2ccccc2)c(C)n1C
23. Cc1c(C(=O)N2CCOCC2)c(S(=O)(=O)Nc2ccc(C(C)C)cc2)c(C)n1C
18. Cn1c(=O)n(C)c2cc([N+](=O)[O-])c(N3CCN(C(=O)c4cccc(Cl)c4)CC3)cc21
22. CCn1c(SCC(=O)Nc2nnc(C)s2)nc2c(c1=O)SC(C)C2 (stereo not given)
21. N#C/C(=C\c1ccccc1)C(=O)NCc1ccc(F)cc1
17. Cc1cc(C)c2[nH]c(C(=O)Nc3ccc(F)cc3Br)cc2c1

Compound	19	23	18	22	21	17
CHRM5 antagonist	-3	10	4	2	8	11
CHRM4 PAM	10	2	4	-2	-9	0
M5 PAM	9	0	-6	1	1	-1
M5 ag	-3	-5	1	1	-2	-3
M4 antag	-2	8	-8	4	-10	0
CRFBP-R2 block	7	7	10	2	-48	12
M4 ag	1	0	12	-1	2	0
CRFR2-BP ag	1.5	-0.2	-4.2	-2.3	-1.1	-0.4
CHRM1 PAM	7	4	-10	12	20	12

# Continuation:
25. Cc1cc(CNC(=O)c2ccc3c(c2)OCO3)c2ccccc2n1
26. CCc1nc2c(OCCOc3ccc(F)cc3)cccn2c1N(C)C(=O)c1ccc(OC)cc1
27. Cc1csc(CN(C)C(=O)C2CCC(=O)N(CCN(C)C)C2)n1 (stereo not given)
28. CCn1nc(NC(C)=O)c2cc3cccc(C)c3nc21
29. COCCN(C(=S)Nc1cccc(Cl)c1C)C(C)c1ccco1 (stereo not given)
30. Cc1cc(N2CCN(c3ccccc3F)CC2)nc2cc(O)ccc12
31. O=C(CCNS(=O)(=O)c1ccc(Br)cc1)NCc1ccc2c(c1)OCO2
32. Cc1ccc(C(=O)OCC(=O)Nc2cccc(Cl)c2C)c(O)c1

Compound	25	26	27	28	29	30	31	32
CHRM5 antagonist	-6	-2	-7	16	0	-1	5	11
CHRM4 PAM	-4	-1	-1	4	1	-1	-10	-4
M5 PAM	2	-1	6	-6	4	-3	-7	-6
M5 ag	5	-3	-1	-3	-3	-5	-1	0
M4 antag	0	-2	1	1	6	-1	12	2
CRFBP-R2 block	1	.	13	-5	-1	3	-5	-7
M4 ag	3	2	1	-1	0	2	1	0
CRFR2-BP ag	-0.2	.	-0.7	0.4	0.7	0.7	-1.6	0.5
CHRM1 PAM	8	-24	11	0	9	0	1	4

33. COCCCn1c(SCC(=O)N(C)C)nnc1-c1ccccc1
34. CCn1c(Cc2ccc(OC)cc2)nc2ccccc21
35. Cn1c(SCC(=O)NC2CCCCC2)nnc1-c1cc2ccccc2o1
36. Cn1c(Cn2cnc(Cl)c2Cl)nc2ccccc21
37. CC(=O)C1CCC2C3CCC4=CC(=O)CCC4(C)C3(F)C(O)CC12C (stereo not given)
38. O=C(NCO)c1cccnc1
39. Cc1cc(C)c(C(=O)OCC(=O)NCc2cccs2)c(C)c1
40. Cc1cccc(OCc2nnc(SCC(=O)NC3CCCCC3)n2C)c1

Compound	33	34	35	36	37	38	39	40
CHRM5 antagonist	2	-1	-5	-1	15	2	0	1
CHRM4 PAM	-1	2	3	5	-1	7	2	3
M5 PAM	8	11	4	-3	5	1	-4	1
M5 ag	4	1	-1	0	6	3	-4	-1
M4 antag	-4	-2	-10	6	-5	4	-5	-16
CRFBP-R2 block	4	-11	6	0	17	9	0	4
M4 ag	2	1	1	0	5	0	1	2
CRFR2-BP ag	-1.6	-2.7	-1.3	-0.3	-0.3	-1.7	-1.2	-0.1
CHRM1 PAM	-1	17	3	7	1	-1	13	11

# Quoted from the listing:
# For CHRM4 PAM, entry 33 reads -1
# For M4 ag, entry 35 reads 1
# For CHRM5 antagonist, entry 40 reads 1
# For CRFR2-BP ag, entry 38 reads -1.7

# (listing goes on)
41. CSC[C@H](NC(=O)COc1cc2c(c3oc(=O)c(C)c(C)c13)CCC(C)(C)O2)C(=O)O
42. CCc1nnc(NS(=O)(=O)c2ccc(NC(=O)c3ccc(Br)cc3)cc2)s1
43. Nc1ncnc2c1ncn2[C@@H]1O[C@H](C(=O)N2CCCN(Cc3ccccc3F)CC2)[C@@H](O)[C@H]1O
44. O=S(=O)(c1ccc(Br)cc1)N1CCN(c2ccccc2)CC1
45. O=C(NCc1ccncc1)c1csc([C@@H]2O[C@H](CO)[C@@H](O)[C@H]2O)n1
46. CCCn1c(-c2cccnc2Cl)nc2cc(Cl)c(Cl)cc21
47. CC(C)(C)OC(=O)N1CCC(Cc2cc(-c3cccc(Br)c3)no2)(C(=O)O)CC1
48. O=C(Nc1nc(COc2ccccc2)cs1)C1CCC1

Compound	41	42	43	44	45	46	47	48
CHRM5 antagonist	-2	9	6	5	9	10	-2	1
CHRM4 PAM	5	3	1	3	4	0	5	-1
M5 PAM	12	-4	1	4	2	-7	11	-8
M5 ag	-1	0	0	2	5	-5	-2	-12
M4 antag	-8	1	4	-4	-11	1	-5	4
CRFBP-R2 block	-1	2	.	9	.	-22	0	11
M4 ag	1	-1	1	0	1	-1	0	5
CRFR2-BP ag	-1.4	1.1	.	0.0	.	-0.1	-2.2	-0.8
CHRM1 PAM	23	16	4	7	11	-4	11	2

49. CCNC(=S)N1CCN(CCN2C(=O)c3cccc4cccc(c34)C2=O)CC1
50. C=CCSc1ncc(C#N)c(N)n1
51. O=C(O)CCN1C(=O)c2ccc(NC(=O)c3ccco3)cc2C1=O
52. S=c1[nH]c2ccccc2n1CCOc1ccccc1
53. CCc1nc2ccc(C(=O)NCCOc3ccc(OC)cc3)cn2c1N(CC)CCN(C)C
54. CCc1nc(Nc2ccc(NC(C)=O)cc2)c2oc3ccccc3c2n1
55. Cc1cccc(C(C(=O)NC2CCCC2)N(C(=O)c2csnn2)C2CCCC2)c1 (stereo not given)
56. COc1ccc2[nH]c3c(c2c1)CCN1C(=O)C(CC(=O)NCCc2ccccn2)C[C@H](C(=O)N2CCOCC2)[C@@]31C (stereo not given in full)

Compound	49	50	51	52	53	54	55	56
CHRM5 antagonist	10	-7	10	1	-12	5	-2	-11
CHRM4 PAM	-10	19	-2	-4	11	-8	-4	0
M5 PAM	-3	2	1	3	4	-3	1	6
M5 ag	-2	-2	-2	-2	-2	3	-2	0
M4 antag	-3	4	0	-6	-25	3	-6	-3
CRFBP-R2 block	3	13	3	-21	.	9	7	-5
M4 ag	2	1	3	0	1	10	1	0
CRFR2-BP ag	-0.8	-0.1	-2.7	-4.5	.	-4.5	0.5	-2.9
CHRM1 PAM	2	6	13	7	4	-3	26	-10

# Not a hit list, and some 2.6% of all compounds hit somewhere here.
